Assay outcomes as filed in PubChem BioAssay.
Pf Dd2 growth – blocks in vitro growth of P. falciparum Dd2 | P. falciparum Dd2 growth, SYBR Green, 72 h | Potency, µM (series often up to 28.9 µM), without a hit: top-dose activity, negative = inhibition, actives largely listed as inhibitors | hit rate 4.3% among 120,000 | AID 1347417; active = well fitted inhibition curve with a large enough effect; inconclusive = small, poorly fitted or top-dose-only effect; inactive = no such curve, though single readings can be large or run the other way;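 also: plate controls were DMSO vehicle for no effect and reference drug for full effect; nearly all actives have a fitted effect of over 65% in size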
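Infected erythrocytes (Dd2, 0.3% parasitemia, 2.5% hematocrit final) are added to compound in RPMI-1640/Albumax II medium, grown 72 h at 37C in low oxygen, then lysed with saponin/Triton-X containing SYBR Green and read by fluorescence.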
Active calls of the source: *; i = inactive; ? = inconclusive; [ ] = remark or other dose. Potency is read from the fitted curve at half-maximal effect. Some of the compounds tested; the hit share may differ from the screen's.

SMILES	Pf Dd2 growth
COc1ccc2ccc(OCc3nc(C(=O)N4CCC(NC(C)=O)CC4)co3)cc2c1	-20%
CCOc1cc(C(=O)Nc2ccc3oc(-c4ccc(F)cc4Cl)nc3c2)cc(OCC)c1OCC	6%
COC(=O)c1ccc(NC(=O)CCS(=O)(=O)c2ccc(Br)cc2)cc1	-1%
CC(=O)N1[C@H]2CC[C@@H]1c1cnc(-c3ccc(F)cc3)nc1C2	i
Cc1cccc(CC(=O)NCCc2sc3nc(-c4ccc(F)cc4)nn3c2C)c1	10%
Cc1ccsc1CN(C(=O)c1oc2ccccc2c1C)C1CCS(=O)(=O)C1 (stereo not given)	-4%
Cc1ccc(C)c(C(=O)NC2CCN(c3cc(-c4ccc(F)cc4)[nH]n3)C2)c1 (stereo not given)	?
CNC(=O)[C@@H](c1ccccc1)N1CCC[C@H]1C(=O)N1CCC[C@@H]1COC	4%[44.1 µM]
COc1cc(OC)cc(C(=O)N2CCC(Cc3nc(-c4cnccn4)no3)CC2)c1	-24%
O=C(C#Cc1ccccc1)NC1CCCc2c1cnn2-c1ccc(F)cc1F (stereo not given)	-14%
O=C(CC1N=C2c3ccccc3N=C(SCc3ccccc3Cl)N2C1=O)NC1CCCCC1 (stereo not given)	24%
CCN1c2cc(C(=O)Nc3ccc(C)c(F)c3)ccc2C(=O)N2CCCC21 (stereo not given)	-13%
CCOc1ccc(C(=O)N2CCC(c3nnc(Cn4cccn4)n3C)CC2)o1	-14%
CN(C(=O)CSc1nc2ccc(NC(=O)c3ccccc3)cc2s1)c1ccccc1	i
Clc1cc(NCC2CCCCCC2)n2nccc2n1	-14%[44.1 µM]
COc1ccccc1N1CCN(S(=O)(=O)c2c(C)nc3sc(C)c(C)n3c2=O)CC1	-19%
Cc1cccc(NC(=O)N2CCc3c(C(=O)N4CCN(C)CC4)cccc32)c1	?
O=C(Nc1ccc(Cl)cc1F)c1oc(=O)c2ccccc2c1-c1ccccc1	3%
COc1ccccc1NC(=O)c1c(C)oc2c1CN(Cc1ccc(F)cc1)CC2	?
COc1ccccc1NC(=O)N1CCN(c2ccc3nnc(-c4ccc(F)cc4)n3n2)CC1	?
COc1ccc(NC(=O)Cn2cc(C(=O)C3CC3)c3ccccc32)cc1	0%
CN(CC1CCOC1)C(=O)NCc1cccc(F)c1 (stereo not given)	37%[activator][5.79 µM]
CCN(CC)Cc1nc(C2(O)CCN(Cc3ccc(OC)cc3)CC2)cs1	?
Cc1c(C)n(Cc2ccc(Cl)cc2)c2ccc(C(=O)N3CCN(c4ccccc4F)CC3)cc12	-6%
Cc1noc(C)c1-c1cc2cc(C(C)C)oc2c(N2CCN(C)C(=O)C2)n1	-11%[44.1 µM]
O=C(CCc1nc2ccccc2s1)N1CCCC1c1nc(CCOCC2CC2)no1 (stereo not given)	?
CNC(=O)c1noc([C@@H]2CC(F)(F)CN2C(=O)c2cccc(C)c2)n1	1%
CCSc1nc(-c2ccccc2OC)nc2c1Cc1c(CO)cnc(C)c1O2	?
Cc1nn(C)c(C)c1-c1cc(C(=O)N2C[C@@H](N(C)C)[C@H](C(C)C)C2)n(C)n1	7%
COc1ccc(-c2noc(C(=O)O)c2[C@@H](C)NC(=O)c2cnccn2)cc1	17%[44.1 µM]

Some of these compounds in order of SMILES length, lowest first:
SMILES	Pf Dd2 growth
CCSc1nc(-c2ccccc2OC)nc2c1Cc1c(CO)cnc(C)c1O2	?
COc1ccc(NC(=O)Cn2cc(C(=O)C3CC3)c3ccccc32)cc1	0%
Cc1noc(C)c1-c1cc2cc(C(C)C)oc2c(N2CCN(C)C(=O)C2)n1	-11%[44.1 µM]
CNC(=O)c1noc([C@@H]2CC(F)(F)CN2C(=O)c2cccc(C)c2)n1	1%
COc1ccc(-c2noc(C(=O)O)c2[C@@H](C)NC(=O)c2cnccn2)cc1	17%[44.1 µM]

Next part.
SMILES	Pf Dd2 growth
Cc1ccc(-n2ncc3c(NC(C)c4ccccc4)ncnc32)cc1 (stereo not given)	34%
C[C@@H]1CN(C(=O)c2cccnc2SCCc2ccccc2)CC[C@]1(C)O	3%
CCn1c(=O)sc2cc(NS(=O)(=O)c3ccc(F)c(C)c3)ccc21	-26%
O=C1CCC2(CCCO2)CCN1Cc1cccc(OC(F)(F)F)c1 (stereo not given)	-5%
OC1CCOC2(CCN(Cc3ccc[nH]3)CC2)C1 (stereo not given)	5%
O=C1NCCCCCCN(C(=O)C2CCC2)[C@H]2CCC[C@@H]12	22%
COc1ccc(CNC(=O)CCCCCn2c(=O)[nH]c3ccccc3c2=O)cc1	26%
CCc1ccc(NC(=O)Cn2c(=O)nc(-c3ccccc3F)c3cc(Cl)ccc32)cc1	24%
CO[C@H]1C[C@@H](O)C12CCN(C(=O)Cn1cc(C)c(=O)[nH]c1=O)CC2	4%
C[C@@H](NC(=O)C1=C[C@@H](NC(=O)Nc2ccc(OC(F)(F)F)cc2)[C@@H](O)[C@H](O)C1)C(N)=O	19%
CC(C)c1ccc(N(CC(=O)O)S(=O)(=O)c2ccc3[nH]c(=O)c(=O)[nH]c3c2)cc1	-20%
CC(C)c1noc(C2CCCN(C(=O)Nc3ccccc3F)CCC(=O)NCC2)n1 (stereo not given)	8%
COc1cc(NC(=O)NCC2CCN(Cc3ccc(C)cc3)CC2)cc(OC)c1OC	-19%
COc1ccc(OCC2(C)COc3ccc(C(=O)NCc4ccco4)cc3N2)cc1 (stereo not given)	-24%[44.1 µM]
O=C(NCc1cccc(F)c1)c1ccc2c(c1)CC(=O)N2Cc1ccccc1	i
O=C(Nc1cccc(OC(F)(F)F)c1)[C@@H]1COCC(=O)N1Cc1ccc(F)cc1	?
CCCCCN1C(C(=O)c2ccccc2)=C(NC(C)=O)c2ccccc2S1(=O)=O	24%
CC1CCC2(CC1)NC(=O)N(CC(=O)Nc1ccccc1)C2=O (stereo not given)	-25%
O=C(NCC1CC1)c1nc2c(o1)CCN(Cc1cccs1)CC2	?
CC[C@H]1CN(S(=O)(=O)c2ccccc2)CC[C@H]1CC(=O)NCCN1CCOCC1	i

Brought forward from above: 2 entries, then new ones.
SMILES	Pf Dd2 growth
O=C(NCC1CC1)c1nc2c(o1)CCN(Cc1cccs1)CC2	?
CC[C@H]1CN(S(=O)(=O)c2ccccc2)CC[C@H]1CC(=O)NCCN1CCOCC1	i
C=CCCC(CN1CCCOCC1)Oc1ccc(C#N)cn1 (stereo not given)	?
COc1ccc(Cn2c(CNC(=O)Cc3cccc([N+](=O)[O-])c3)nc3cccnc32)cc1	12%
O=C(NCc1ccccc1)c1cn(C2CN(C(=O)C3CCOC3)C2)nn1 (stereo not given)	-15%
CC(=O)N1CCc2cc(S(=O)(=O)NC(Cc3ccccc3)C(=O)Nc3ccc(Cl)cc3)ccc21 (stereo not given)	21%
COc1cccc(N2CCN(C(=O)C3(c4ccc(NC(C)=O)cc4)CCC3)CC2)c1	i
CCCC(=O)Nc1nnc(S(=O)(=O)N(C)c2ccccc2)s1	21%
Cc1ccc(-c2ccc3nnc(CNC(=O)c4cc(F)ccc4Cl)n3n2)cc1	30%
O=C(CCCc1ccccc1)NCC(=O)N1CCCCCNC(=O)CC1c1ccccc1 (stereo not given)	-6%
O=C(CCC(F)(F)F)N1CCc2nc(-c3ccc(Cl)cc3)[nH]c2C1	?
CS(=O)(=O)N1CCc2cc(C(=O)NCc3ccccc3)ccc21	21%
O=C(Cn1c(=O)c2cccn2c2ccccc21)NCc1ccccc1F	-13%
O=C(NC1CC1)[C@@H]1C[C@H](Oc2cccnc2)CN1C(=O)CCc1ccccc1	30%
NS(=O)(=O)c1ccc(C(=O)NCc2cnn(Cc3ccccc3)c2)cc1	i
c1ccc(CSc2nc3ncccc3[nH]2)cc1	9%
Cc1nc(-c2c3n(c(=O)n(Cc4ccc(Br)cc4)c2=O)CCCCC3)no1	-3%
Cc1cn2nc(C(=O)N3CCN(c4ccccc4)CC3)cc2c(N(C)Cc2ccccc2)n1	-8%
CCOc1ccccc1NC(=O)CCn1nc(C)c(S(=O)(=O)N2CCCCC2)c1C	5%
COc1ccc(-c2noc(-c3nnn(-c4cc(C)ccc4C)c3N)n2)cc1	?
Cc1ccc(Nc2nc(C)cc(C)n2)c(C(=O)O)c1	27%
CCCN1CCN(C(=O)c2cc(NC(=O)C3CCC3)cc3nc(C)ccc23)CC1	?
COc1ccc(-c2nn(-c3ccccc3)cc2CN2CCC(C#N)CC2)c(F)c1	11µM*
CC(C)NC(=O)C1CCC(Cn2c(=O)c3sccc3n(CC(=O)Nc3ccccc3)c2=O)CC1 (stereo not given)	?
CCCn1c(C)c(CC(=O)NCCn2cccn2)c2c1CC(C)(C)CC2=O	i
O=C1CC(c2noc(-c3ccc4c(c3)OCO4)n2)CN1c1ccc(Cl)cc1 (stereo not given)	4%
Cc1nn(C)cc1CN(C)C(=O)Cn1nc2n(c1=O)CCC(N)CC2 (stereo not given)	i
CCOC(=O)c1c(NC(=O)COc2ccc(Cl)cc2Cl)sc2c1CCCCC2	i
COc1cccc(-c2cc(C(=O)NCCc3ccc(C)cc3)[nH]n2)c1	7%[5.79 µM]
CC(C)(C)c1ccc(S(=O)(=O)c2cn(CC(=O)Nc3ccccc3)c3ccccc3c2=O)cc1	?
Cc1ccccc1CN1C(=O)c2ccccc2S(=O)c2ccc(C(=O)NCc3ccccc3)cc21 (stereo not given)	i
COc1ccc(NC(=O)OC[C@H]2C[C@@H]3CCN2C[C@@H]3c2cc(C3CCCC3)nc(-c3ccncc3)n2)cc1	1.8µM*
N[S+](=O)([O-])c1ccc2c(c1)OCCN(CCc1ccccc1)C2	-4%[44.1 µM]
CCc1cccc2c(C(CC(=O)N3CCCCC3)c3cccc(C)c3)c[nH]c12 (stereo not given)	i
CCC(C)NC(=O)c1ccc2nc(CCc3ccccc3)oc2c1 (stereo not given)	?
O=C(Cn1nc2n(c1=O)CCCC2)NCCCc1ccccc1	i
COc1ccccc1OCC(=O)NC1CC(=O)N(Cc2ccccc2Cl)C1 (stereo not given)	-18%
CCN(CC)C(=O)CC[C@@H]1CNC(=O)[C@@H]2C[C@H](NC(=O)c3ccc(N(C)C)cc3)CN12	-4%[44.1 µM]
COc1ccc2c(c1)C1(CCN(C(=O)c3ccccc3Br)C1)C(=O)N2 (stereo not given)	?
COc1ccccc1CNC(=O)CCCn1c(=O)c2ccccc2n(CC(=O)Nc2c(C)cc(C)cc2C)c1=O	15%
COC[C@@H]1OC[C@@]2(C)C3CC[C@@H](O)[C@@H](CC(=O)NCc4cccs4)[C@]3(C)CC[C@H]2O1 (stereo not given in full)	-3%
COc1cccc(CC(=O)N2CCCN(C(=O)C3CC3)c3ccccc32)c1	-14%
Cc1oc2ccc(O)c(CN3CCCC(C)C3)c2c1C(=O)Nc1ccccc1 (stereo not given)	0.89µM*
CN(C)CCCC(=O)N1CCC2(CC1)CN([S+](C)(=O)[O-])Cc1ccccc1O2	?
O=C1CC2CCCC(C1)N2C(=O)c1cccnc1	19%[44.1 µM]
C=CCN1CC2(CCC1=O)CCN(C(=O)C(C)n1cc(C)cn1)CC2 (stereo not given)	-2%
COc1ccc(OC)c(CNC(=O)C2(CCO)CCN(c3ncccn3)C2)c1 (stereo not given)	-37%
CN1CCN(Cc2cc(F)ccc2Cl)CC12CCNC(=O)CC2 (stereo not given)	?
O=C(c1cccc(Cl)c1)N1CCC(c2nn(-c3ccc(Cl)cc3)c(=O)[nH]2)CC1	i
Cc1cc(C)cc(NC(=O)CSc2nc(=O)n(Cc3ccccn3)c3c2CCC3)c1	-4%
O=C1N[C@@H]2CCN(S(=O)(=O)c3cccc(F)c3)[C@@H]2C(=O)N1c1ccc(F)cc1	2%[44.1 µM]
Cc1noc(C)c1CNC(=O)[C@H]1CN(Cc2ccccc2)C[C@H]1C(=O)O	-21%

Filtered by structure, the compounds so far with bromine
SMILES	Pf Dd2 growth
COC(=O)c1ccc(NC(=O)CCS(=O)(=O)c2ccc(Br)cc2)cc1	-1%
Cc1nc(-c2c3n(c(=O)n(Cc4ccc(Br)cc4)c2=O)CCCCC3)no1	-3%
COc1ccc2c(c1)C1(CCN(C(=O)c3ccccc3Br)C1)C(=O)N2 (stereo not given)	?

Further structures follow:
SMILES	Pf Dd2 growth
CC(C)c1ccc(NC(=O)CSC2=Nc3ccccc3C3=NC(CC(=O)NCc4cccs4)C(=O)N23)cc1 (stereo not given)	12%
CCCc1noc(CN(C)C(C(=O)O)c2ccc(OC)c(F)c2)n1 (stereo not given)	9%
CC(=O)N1CCc2c(sc3c2c(=O)n(Cc2ccccc2)c(=O)n3Cc2ccc(C)cc2)C1	-10%
Cc1ccc(CNC(=O)c2ccc3c(c2)CN(CC2=Cc4ccccc4OC2)CCO3)cc1	-4%
C[C@]1(CO)C2CC[C@@H](O)[C@@H](CC(=O)N3CCC[C@H]3CO)[C@]2(C)CC[C@H]1OC(=O)NC1CCCCC1 (stereo not given in full)	i
COC(=O)[C@H](NC(=O)[C@@H]1C[C@H](NC(=O)Nc2ccc(F)cc2F)CN1C(C)=O)C(C)C	7%
Cc1cc(=O)[nH]c2nnc(SCc3ccc(F)cc3)n12	3%
CCOc1cc(=O)n2c(c1C(=O)Nc1ccc(OC)cc1OC)CCCC2	-1%
Cc1cn2nc(C(=O)N3CCCC3)cc2c(=O)[nH]1	i
CCNC(=O)N1CCC(Cc2ccc(C(=O)O)cc2)CC1	-13%
Cc1ccc2nc(COc3ccccc3NC(=O)Nc3ccc(F)c(Cl)c3)cc(=O)n2c1	?
CN(C)c1ccc(CN2CCn3c(nn(-c4cccc(Cl)c4)c3=O)C2)cc1	49%[activator]
CCOc1ccc(NC(=O)c2sc3nc4n(c(=O)c3c2C)CCC4)cc1	2%
Cc1cccc(NCc2nc3ccccc3n2CCOc2ccccc2C)c1	?
CS(=O)(=O)c1ncc(Cl)c(C(=O)N2CCN(c3cccc(Cl)c3)CC2)n1	7%
O=c1cc(-c2ccccc2)c2ccc3c(c2o1)CN(Cc1cccc(Cl)c1)CO3	0.63µM*
O=C1NC2(CN(Cc3ccc(C(F)(F)F)cc3)C2)Oc2ccccc21	?
